JMJD2A Tudor: qHTS Assay for Inhibitors of JMJD2A-Tudor Domain. Lysine-specific demethylase 4A (Homo sapiens), O75164. AlphaScreen JMJD2A-Tudor / H3K4me3 peptide binding. Potency, µM (series often up to 114 µM), for the others: at the highest dose activity change, negative = inhibition, actives largely listed as inhibitors. hit rate 4.4% among 390,000; note: potency is the fitted concentration of half-maximal effect; % is set by controls: 0 for no effect and ±100 for the full control effect; nearly all actives have a fitted effect of over 50% in size
RGS4 inh: Inhibitors of Regulator of G Protein Signaling (RGS) 4: qHTS | hit rate 0.039% among 390,000 | Transcreener GDP fluorescence polarization, RGS4-accelerated GTP hydrolysis | Potency, µM (top dose mostly 114 µM), for inactives: at the highest dose activity change, negative = inhibition, actives largely listed as inhibitors; note: potency is the fitted concentration of half-maximal effect; % is set by controls: 0 for no effect and ±100 for the full control effect; nearly all actives have a fitted effect of over 75% in size; some results filed as inactive show a strong effect at the top dose
Target sequence (P49798 whole entry, looked up): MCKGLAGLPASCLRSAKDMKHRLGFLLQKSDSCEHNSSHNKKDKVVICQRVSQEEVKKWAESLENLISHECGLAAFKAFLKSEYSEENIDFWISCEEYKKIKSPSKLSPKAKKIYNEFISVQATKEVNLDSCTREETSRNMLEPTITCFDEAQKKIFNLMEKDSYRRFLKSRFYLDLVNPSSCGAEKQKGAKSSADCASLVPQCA
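MLSMR compounds (23 nl, pin-transferred) preincubated 10 min at room temperature with a 500nM (2x) first reagent, then RGS4 at 900nM (2x) plus Transcreener GDP mix added; fluorescence polarization (620/688 nm) read before and after 90 min at 30 °C.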
ALOX12 inh: Primary qHTS assay for inhibitors of human arachidonate 12S-lipoxygenase (ALOX12): Round 2. AID 1671190, 2021. Potency, µM (doses to about 108 µM), for the others: top-dose activity change, negative = inhibition, hits mostly inhibitors. purified 12hLO, xylenol orange hydroperoxide absorbance. Polyunsaturated fatty acid lipoxygenase ALOX12 (Homo sapiens), P18054. hit rate 1.1% among 580,000; note: potency is the fitted concentration of half-maximal effect; % is set by controls: 0 for no effect and ±100 for the full control effect
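Hydroperoxide product was detected by ferrous iron/xylenol orange as the 573 to 405 nm absorbance ratio. Arachidonic acid at 40 uM (final) was turned over for 30 min at room temperature by 150 nM human 12hLO, pH 7.0 Hepes buffer, after 15 min compound preincubation.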
GLS inh: qHTS for Inhibitors of Glutaminase (GLS); Glutaminase kidney isoform, mitochondrial (Homo sapiens), O94925; GLS enzymatic activity, qHTS titration; Potency, µM (highest dose often 45.5 µM), for the others: top-dose activity change, negative = inhibition, most hits filed as inhibitors; hit rate 0.21% among 410,000; AID 624170, 2012; note: potency is the fitted concentration of half-maximal effect; % is set by controls: 0 for no effect and ±100 for the full control effect
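Read-out is an Amplex red fluorescence increase coupled through glutamate oxidase and HRP, measured before and after 30 min room-temperature incubation. hKGA is in 45 mM KH2PO4 (pH 8.2) with 0.02% Tween-20; glutamine added as 1mM solution.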
BAZ2B block: qHTS Assay for Inhibitors of BAZ2B; Bromodomain adjacent to zinc finger domain protein 2B (Homo sapiens), Q9UIF8; AlphaScreen BAZ2B-H3K14Ac peptide displacement; Potency, µM (top dose mostly 114 µM), for the others: at the highest dose activity change, negative = inhibition, most hits filed as inhibitors; hit rate 4.4% among 360,000; note: potency is the fitted concentration of half-maximal effect; % is set by controls: 0 for no effect and ±100 for the full control effect; nearly all actives have a fitted effect of over 60% in size
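Multi-concentration screen (max 110 uM) measuring displacement of acetylated histone H3 peptide from BAZ2B by AlphaScreen, using 50 nM protein, 50 nM peptide and 10 ug/mL streptavidin donor plus Ni-chelate acceptor beads.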
PI4K2A block: qHTS for small molecular inhibitors of PI4K2A; Phosphatidylinositol 4-kinase type 2-alpha (Homo sapiens), Q9BTU6; purified PI4K2A, ADP-Glo luminescence, 1 h; hits give low values; activity change, negative = inhibition, % at 76.9 µM; hit rate 0.13% among 420,000; in the data active = activity change below about -50%; inconclusive = mostly about -30% to -49%;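 note: -100% = wells without enzyme as full effect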
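ADP-Glo luminescence measured ADP generated by PI4K2A enzyme (4 ug/mL before mixing) with 1.2 mM PI substrate (pre-mix) and 300 microM ATP (pre-mix). Tris pH7.5 buffer with MgCl2, Triton X-100; 1 h reaction at ambient temperature.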
ERG Ets-DNA blk: qHTS for Small Molecule Inhibitors of the ERG Ets/DNA interaction | Potency, µM (doses to about 76.9 µM), for the others: at the top dose FP activity, negative = inhibition, actives largely listed as inhibitors | hit rate 0.028% among 370,000 | Transcriptional regulator ERG (Homo sapiens), P11308 | fluorescence polarization, His-ERG Ets domain / labelled DNA; active = well fitted inhibition curve with a large enough effect in the polarisation, with a control signal flat; inconclusive = small, poorly fitted or top-dose-only effect, or effect the other way, or a change in a side signal; inactive = no such curve, though single readings can be large or run the other way; the % refers to the polarisation;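 note: polarization taken with two DNA probes labelled with fluorescein and Texas red; potency is the fitted concentration of half-maximal effect; % of control where 0% means no effect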
Target sequence (P11308 whole entry, looked up, the tested form may be a part): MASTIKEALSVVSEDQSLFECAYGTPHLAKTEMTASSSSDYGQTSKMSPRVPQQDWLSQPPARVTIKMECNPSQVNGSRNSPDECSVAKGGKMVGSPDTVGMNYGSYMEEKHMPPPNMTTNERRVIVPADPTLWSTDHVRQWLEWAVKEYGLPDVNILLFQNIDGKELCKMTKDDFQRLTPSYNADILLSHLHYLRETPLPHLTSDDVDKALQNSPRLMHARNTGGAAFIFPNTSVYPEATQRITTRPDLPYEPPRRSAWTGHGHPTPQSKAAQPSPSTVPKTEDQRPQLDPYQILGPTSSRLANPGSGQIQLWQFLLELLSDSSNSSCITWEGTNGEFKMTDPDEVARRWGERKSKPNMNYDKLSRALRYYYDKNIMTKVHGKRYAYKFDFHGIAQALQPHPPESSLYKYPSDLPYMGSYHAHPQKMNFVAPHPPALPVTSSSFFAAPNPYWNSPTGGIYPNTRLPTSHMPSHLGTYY
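His-tagged ERG Ets domain (1 uM in the protein solution; 300mM KCl, 50mM Tris-HCl, 1mM EDTA, 1mM DTT, pH 7.5) received compound, then a probe mix of 5 nM fluorescein-DNA and 100nM Texas-615-DNA. Fluorescence polarization was read for both dyes.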
HP1b chromo inh: HTS for Inhibitors of HP1-beta Chromodomain Interactions with Methylated Histone Tails. Chromobox protein homolog 1 (Homo sapiens), P83916. AlphaScreen HP1-beta / biotin-H3K9me3 peptide binding. Potency, µM (series often up to 114 µM), inactives show top-dose activity change, negative = inhibition, usual class: inhibitors. hit rate 0.56% among 390,000; note: potency is the fitted concentration of half-maximal effect; nearly all actives have a fitted effect of over 70% in size; inactives centre near 23
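Compound inhibition of the preformed complex between 50 nM HP1-beta and 50 nM biotinylated H3K9me3 peptide was read by AlphaScreen. Buffer was PBS pH 7.4 with 0.01% Tween-20. Incubations ran 30 min at room temperature, with 10 ug/mL donor/acceptor beads.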
G9a block: qHTS Assay for Inhibitors of Histone Lysine Methyltransferase G9a; Histone-lysine N-methyltransferase EHMT2 (Homo sapiens), Q96KQ7; G9a H3K9 monomethylation, AlphaScreen, 2 h; Potency, µM (highest dose often 102 µM), for the others: at the highest dose activity, negative = inhibition, usual class: inhibitors; hit rate 8.8% among 350,000; AID 504332, 2011; note: potency is the fitted concentration of half-maximal effect; % is set by controls: 0 for no effect and ±100 for the full control effect; nearly all actives have a fitted effect of over 75% in size
Target sequence (Q96KQ7 913-1193 limits assumed): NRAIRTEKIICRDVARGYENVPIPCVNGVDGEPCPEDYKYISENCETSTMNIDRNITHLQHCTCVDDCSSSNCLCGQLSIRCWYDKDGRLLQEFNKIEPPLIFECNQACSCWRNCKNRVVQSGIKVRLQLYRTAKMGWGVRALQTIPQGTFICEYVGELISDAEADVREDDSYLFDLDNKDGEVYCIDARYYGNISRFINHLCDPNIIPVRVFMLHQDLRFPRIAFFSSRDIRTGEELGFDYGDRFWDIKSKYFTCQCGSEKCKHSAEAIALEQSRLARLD
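Using a bead-based AlphaScreen, monomethylated H3K9 product from 2 h room-temperature reactions (G9a 20 nM, peptide 500 nM, SAM 20 uM) was detected with 0.5 ug/mL rabbit anti-H3K9me1 antibody.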
* = called active by the depositor; i = inactive; ? = inconclusive; . = no result given; & = joins results of further samples; [ ] = another dose, or the depositor's remark. Unless noted, calls come from the whole dose curve; as a rule, active = well fitted curve in the direction sought with a large enough effect; inconclusive = small, poorly fitted or top-dose-only effect, or another doubt; inactive = no such curve, though single readings can be large; an effect the other way counts as inactive or inconclusive. Some of the compounds tested; count on the stated rates, not on these rows.

SMILES	JMJD2A Tudor	RGS4 inh	ALOX12 inh	GLS inh	BAZ2B block	PI4K2A block	ERG Ets-DNA blk	HP1b chromo inh	G9a block
CC1(C)CC(=O)/C(=C(\O)c2ccccc2)C(=NCCO)C1	-20%	7%	0%	-2%	3%	2	6%	5%	2%[59 µM]
Cc1ccc(Nc2nc(NCCO)nc(N3CCCC3)n2)cc1	-22%	2%	-1%	1%	.	4	.	4%	.
Cc1cc(C)c(S(=O)(=O)NCC(c2cccs2)S(=O)(=O)c2ccccc2)c(C)c1 (stereo unspecified)	-8%	-44%	?	2%	-4%	13	6%	76%[activator]	-2%[59 µM]
Cn1c(CNc2nc(-c3ccccc3)cs2)nnc1SCC(=O)c1ccccc1	?	-32%	i	16%	?	-3	2%	-24%	40µM*
Cc1ccc(-c2nc(CSCC(=O)Nc3cc(C)on3)c(C)o2)cc1	-9%	-12%	6%[57.4 µM]	4%	-8%	-8	-3%	31%	-20%
Cc1cc2nc(C)n(CCCNC(=O)Nc3ccc(F)cc3)c2cc1C	-16%	1%	3%	-5%	3%	0	7%	62%[activator]	2%[59 µM]
CCOC(=O)c1ccc(NC(=S)NCc2ccccc2)cc1	-5%	5%	?	-1%	-6%[57.1 µM]	6	-2%	57%[activator]	.
C=C(C)c1cccc(C(C)(C)NC(=O)Nc2ccc(C(C)=O)cc2)c1	-1%	22%	19%	-8%	-1%	4	1%	26%	13%[59 µM]
O=C(CSc1ccccc1)NCCc1ccc(F)cc1	-7%	1%	0%	-6%	-9%	-5	6%	41%[activator]	13%[0.501 µM]
Cn1cc(CN2CCCC(C(=O)c3ccc(-c4ccccc4)c(F)c3)C2)cn1 (stereo unspecified)	-19%	-18%	-5%	-6%	-4%	4	9%	3%	-39%
O=C(Cn1cc(C(=O)C(F)(F)F)c2ccccc21)NCc1ccco1	-21%	0%	-1%	0%	?	5	7%	4%	3%[59 µM]
CCCCCn1c(SCCc2ccccc2)nc2c1c(=O)[nH]c(=O)n2C	-14%	-7%	0%&14%	2%	14%	0	-4%	27%	-5%
COc1ccc(Cl)cc1NC(=O)c1nc(S(C)(=O)=O)ncc1N(Cc1ccc(C)cc1)Cc1ccco1	-15%	-12%	-11%	-13%	?	3	-2%	41%[activator]	-4%[59 µM]
Cc1ccc(C(=O)O/N=C(\c2ccccc2)c2ccncc2)cc1	-2%	22%	0%	2%	-13%	-6	-13%	33%	15%[59 µM]
CCN(c1cccc(C)c1)S(=O)(=O)c1ccc2c(c1)CCN2C(C)=O	-15%	0%	0%	11%	5%	2	0%	23%	17%[2.33 µM]
CC(C)(C)C(=O)CSc1nnc(Nc2ccccc2)s1	-7%	1%	1%	-6%	10%	2	-12%	28%	?
COCCCNc1nc2c(c(=O)n(Cc3ccc(OC)cc3)c(=O)n2C)n1C	-20%	41%	.	7%	-9%	-3	2%	33%	23%
Cc1cccc(OCC(=O)N(Cc2cccs2)C2CCS(=O)(=O)C2)c1 (stereo unspecified)	7%	7%	-11%	1%	-8%	2	5%	46%	-22%
Cc1ccccc1NC(=O)CCC(=O)N/N=C/c1c[nH]c2ccccc12	-12%	-11%	4%	-3%	-39%	-1	-4%	25%	24%[59 µM]
Cc1cc(C)n2ncc(/C(N)=N/OC(=O)Nc3ccccc3)c2n1	-2%	-11%	?	?	20%	-4	4%	-1%	21%
Cc1ccc(NC(=O)NCc2ccc3c(c2)OCO3)cc1C	1%	12%	-11%	5%	0%	2	-10%	35%	.
COc1ccc(S(=O)(=O)N2CCn3c2nc2ccccc23)cc1	16%	-13%	0%	0%	-3%	6	-2%	33%[activator]	6%[59 µM]
O=C(OCC#CCSc1nnc(-c2ccc(Br)cc2)o1)c1ccco1	-11%[57.1 µM]	-1%[11.4 µM]	-4%	0%	6%	-4	-4%	78%[activator]	36%[activator]
Cc1cc2c(c(=O)n1Cc1cccnc1)C(Cc1ccccc1)C(C#N)=C(N)O2 (stereo unspecified)	-21%	-5%	344%[activator]	15%	-26%	-3	2%	37%	?
COc1ccc(NC(=O)c2cc(F)c(F)cc2Cl)cc1Cl	-12%	9%	-15%	-13%	0%	3	11%	3%	-5%
CCOc1ccc(C(=O)Nc2cc(Cl)ccc2-n2cncn2)cc1OC	-3%	-36%	-11%	-3%	3%	-4	-5%	23%	16µM*
Cc1ccc(CNC(=O)CSc2nnc3c(n2)[nH]c2ccc(F)cc23)cc1	?	9%	-1%	0%	?	0	3%	-15%	?
CCN(CC)S(=O)(=O)c1ccc(C(=O)NCCOC(=O)c2ccc(F)cc2F)cc1	7%	-12%	?	6%	1%	0	7%	51%[activator]	7%
COC(=O)c1c(NC(=O)COc2c(C)cccc2C)sc2c1CCCC2	-11%	-6%	-21%	10%	-18%	0	0%	31%	-31%[59 µM]
CCOC(=O)C1(CC2CCCCO2)CCN(Cc2nc3ccccc3nc2C)CC1 (stereo unspecified)	-20%	7%	0%	-5%	-1%	4	1%	-13%	-6%[0.501 µM]
CCN1CCN(Cc2ccc(NC(=O)c3ccc(C)c(NC(=O)C[C@@H]4NC(=O)[C@H](Cc5ccccc5)NC4=O)c3)cc2C(F)(F)F)CC1	-17%	15%	45%&-5%[activator]	-1%&2%	-5%	-2&-4	4%	17%	-2%[12.7 µM]
N=c1c(-c2nc3ccccc3[nH]2)cc(C(=O)c2cccs2)nn1-c1ccccc1	-32%[57.1 µM]	0%[56.9 µM]	.	0%	?	-2	2%	7%	-36%[59 µM]
O=C(N/N=C/c1ccccc1)c1cc(=O)[nH]c2ccccc12	-14%	5%	-24%	5%	-16%	-4	2%	24%	-8%[59 µM]
CNC(=O)CSc1nnc(-c2ccco2)n1-c1cc(C)ccc1C	-14%	5%	0%	0%	?	-3	-1%	?	18%
Cc1ccc(Nc2ccc(C(N)=O)cc2[N+](=O)[O-])cc1	-35%	-25%	-13%	15%	-18%	0	-1%	-15%	25%[59 µM]
COc1cccc(OCC(O)CN2CCN(CCO)CC2)c1 (stereo unspecified)	?	16%	?	12%	4%	-9	-5%	-4%	19%[59 µM]
Cc1cc(C)n(-c2ccc([N+](=O)[O-])cc2-c2nn[nH]n2)n1	-28%	-4%	.	0%	?	-5	-2%	28%	?
O=C(Nc1ccc(F)cc1)C1CCN(S(=O)(=O)c2ccc3[nH]c(=O)oc3c2)CC1	-23%	0%[56.9 µM]	-4%	4%	-12%	-6	4%	54%[activator]	.
COc1ccc(-c2nsc3c(N4CCCCC4)ncnc23)cc1	18%[57.1 µM]	18%	0%	-24%	17%	-8	-7%	139%	82%[activator]
O=S(=O)(NC1CCCC1)c1cccc(-c2nnc(-c3ccccc3)o2)c1	-9%	-8%	.	4%	25%	5	0%	24%	0%
COC(=O)c1ccc(C2NC(=O)c3c(sc(C)c3C)N2)cc1 (stereo unspecified)	-18%	-13%	?	1%	0%	4	24%	11%	5.6µM*
O=C(Cn1c(=O)oc2ccccc21)N1CCCCC1	10%	15%	0%	-3%	-32%	2	-4%	21%	-50%
CN(C)CCNc1nc(-c2ccccc2)nnc1C(F)(F)F	-5%	20%	9%	17%	-1%	4	-1%	13%	5%[59 µM]
Cc1ccc(C(=O)N2CCCC(C(=O)Nc3cccc(-c4ccc(F)cc4)c3)C2)cn1 (stereo unspecified)	-14%	13%	-3%	-3%	-6%[57.1 µM]	-3	3%	40%[activator]	-7%
COc1ccc(-n2ccnc(NCc3ccc(C)cc3)c2=O)cc1OC	-7%	-18%	-16%	2%	-29%	8	1%	24%	-25%[59 µM]
CC(=O)c1cc(Cl)ccc1OC(=O)c1ccco1	7%	-12%	6%	-7%	3%	9	.	48%[activator]	?
Cc1cc(OCC(=O)NNC(=O)c2cccnc2)cc(C)c1Cl	-27%	-3%	-7%	-2%	?	-8	2%	81%[activator]	-4%[0.501 µM]
O=C(NC1CCCCC1)c1cc(N2C(=O)CCC2=O)ccc1Cl	-10%	20%	22%	-14%	4%	3	-9%	6%	-2%
CSCC(=O)N1CCCC(N2CCN(c3cccc(C(F)(F)F)c3)CC2)C1 (stereo unspecified)	-13%	-11%	2%	2%	-39%	2	5%	27%	-12%
CN(C(=O)COC(=O)c1nc(Cl)ccc1Cl)C1CCS(=O)(=O)C1 (stereo unspecified)	1%	-17%	-7%	-1%	1%	-1	-11%	32%	11%

2 entries from above in a different format:
Fields: JMJD2A Tudor | RGS4 inh | ALOX12 inh | GLS inh | BAZ2B block | PI4K2A block | ERG Ets-DNA blk | HP1b chromo inh | G9a block
> Cc1cc(OCC(=O)NNC(=O)c2cccnc2)cc(C)c1Cl
→ -27% | -3% | -7% | -2% | ? | -8 | 2% | 81%[activator] | -4%[0.501 µM]
> O=C(NC1CCCCC1)c1cc(N2C(=O)CCC2=O)ccc1Cl
→ -10% | 20% | 22% | -14% | 4% | 3 | -9% | 6% | -2%

Compound activity (PubChem)
